Source: PubChem BioAssay (The Scripps Research Institute Molecular Screening Center)
M4 antag: antagonists of human muscarinic M4 receptor (CHRM4); 0.73% of 360,000 active; AID 624125; inhibition, % at 3 µM; CHO-hM4 cells, ACh EC80, Fluo-8 calcium fluorescence;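 active = inhibition above its plate's cutoff, the mean inhibition of sample wells plus 3 SD, cut at about 27% in these data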;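 note: 0% = acetylcholine EC80 with DMSO and 100% = DMSO without agonist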
Target sequence (P08173 whole entry, looked up): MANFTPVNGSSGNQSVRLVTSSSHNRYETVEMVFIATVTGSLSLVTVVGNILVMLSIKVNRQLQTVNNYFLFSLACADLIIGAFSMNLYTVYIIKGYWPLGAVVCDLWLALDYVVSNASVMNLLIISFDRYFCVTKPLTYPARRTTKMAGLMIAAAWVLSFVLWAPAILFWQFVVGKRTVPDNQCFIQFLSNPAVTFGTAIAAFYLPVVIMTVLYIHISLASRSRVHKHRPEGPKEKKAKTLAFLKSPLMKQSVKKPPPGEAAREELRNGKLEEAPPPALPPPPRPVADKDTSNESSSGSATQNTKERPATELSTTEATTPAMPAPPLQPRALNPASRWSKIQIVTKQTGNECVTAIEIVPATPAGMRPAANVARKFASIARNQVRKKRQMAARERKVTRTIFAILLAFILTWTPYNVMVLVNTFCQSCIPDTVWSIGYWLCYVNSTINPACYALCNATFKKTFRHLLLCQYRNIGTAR
M1 ag parental: nonselective activator or artifact in parental CHO-K1 cells; 0.48% of 360,000 active; AID 602248; Fluo-8 calcium fluorescence; scaled to maximal ATP response, vehicle zero; activation, % at 3 µM; in the data active = activation above about 15%;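 note: untransfected CHO-K1 host cells lacking M1 receptor as counterscreen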
M4 ag: CHRM4 agonism in calcium assay | P08173 | CHO-K1 hM4/Gqi5, Fluo-8 calcium fluorescence; vehicle 0%, full acetylcholine response 100% | activation, % at 3 µM | 0.14% of 360,000 active;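 active = activation above the run mean over all test wells plus 3 SD, cut at about 32% in these data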;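 note: peak over basal fluorescence ratio per well then scaled between controls; 0% = DMSO wells and 100% = acetylcholine at EC100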
M5 PAM: potentiates acetylcholine response at human M5 receptor; CHO-K1 hM5, Fluo-8 calcium, ACh EC20 PAM; 0% = ACh EC20, 100% = ACh EC100; AID 624038; activation, % at 3 µM; P08912; 0.3% of 360,000 active;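 active = activation above the run cutoff, the mean activation of all test compounds plus 3 SD, cut at about 18% in these data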
Target sequence (P08912 whole entry, looked up): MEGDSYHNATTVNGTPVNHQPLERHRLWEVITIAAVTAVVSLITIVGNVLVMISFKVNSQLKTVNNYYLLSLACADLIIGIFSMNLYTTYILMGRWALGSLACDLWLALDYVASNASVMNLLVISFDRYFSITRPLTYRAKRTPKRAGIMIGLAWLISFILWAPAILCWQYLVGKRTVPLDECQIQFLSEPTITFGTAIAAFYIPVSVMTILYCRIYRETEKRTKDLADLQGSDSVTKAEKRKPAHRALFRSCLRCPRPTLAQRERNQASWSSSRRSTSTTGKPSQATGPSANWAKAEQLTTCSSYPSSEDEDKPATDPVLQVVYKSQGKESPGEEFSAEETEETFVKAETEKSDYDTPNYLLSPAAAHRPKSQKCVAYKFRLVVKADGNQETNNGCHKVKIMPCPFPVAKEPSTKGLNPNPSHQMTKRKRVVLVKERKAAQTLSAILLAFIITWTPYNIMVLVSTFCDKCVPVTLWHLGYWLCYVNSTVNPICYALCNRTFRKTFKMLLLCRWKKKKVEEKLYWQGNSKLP
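Test system: CHO-K1 hM5 cells / Doses: single-point, 3 µM nominal / Times: Post-acetylcholine fluorescence recording 140 s / Technique: Fluo-8 calcium fluorescence / Measure: Max/basal fluorescence ratio as % of EC20–EC100 ACh window / Benchmarks: low control EC20 acetylcholine (0%), high control EC100 acetylcholine (100%) / Replicates: one well per compound, no replicates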
CHO-K1 Ca antag: M1 antagonist counterscreen hit in parental CHO-K1 cells. ATP-induced calcium, Fluo-8 fluorescence. inhibition, % at 3 µM. 0.6% of 360,000 active. AID 602250;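 active = inhibition above a per-plate cutoff, the plate's mean sample inhibition plus 3 SD, cut at about 24% in these data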;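 note: 0% = DMSO plus EC80 ATP and 100% = DMSO alone without ATP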
CHRM5 agonist: agonists of human muscarinic M5 receptor (CHRM5). P08912. CHO-K1 hM5 cells, Fluo-8 calcium fluorescence; 0% DMSO wells, 100% maximal acetylcholine response. activation, % at 3 µM. 0.19% of 360,000 active. AID 624037;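 active = activation above the run's mean over test compounds plus 3 SD, cut at about 23% in these data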;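 note: signal is peak over basal fluorescence ratio across the kinetic read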
M4 PAM: CHRM4 positive allosteric modulation | AID 624126 | 0.4% of 360,000 active | activation, % at 3 µM | P08173 | CHO-K1 hM4/Gqi5, Fluo-8 calcium fluorescence, ACh EC20; 0% = ACh EC20, 100% = maximal ACh;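 active = activation above its plate's cutoff, the mean activation of sample wells plus 3 SD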; note: some results filed as inactive read as strong as hits
M1 PAM parental: counter-screen for M1 PAMs: effect in parental CHO-K1 cells; ATP EC20, Fluo-8 calcium fluorescence; 0% at ATP EC20, 100% at ATP max; activation, % at 3 µM; 0.02% of 360,000 active;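 active = activation above the run cutoff, the mean activation of all test compounds plus 3 SD, cut at about 40% in these data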;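 note: peak over basal fluorescence ratio in a 140 s read after ATP addition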
CHRM5 antagonist: antagonists of human muscarinic M5 receptor (CHRM5); CHO-hM5 cells, Fluo-8 calcium fluorescence, ACh EC80; 0.59% of 360,000 active; inhibition, % at 3 µM;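 active = inhibition above a per-plate cutoff, the mean of that plate's test compounds plus 3 SD, cut at about 27% in these data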;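 note: 0% = acetylcholine EC80 with DMSO and 100% = DMSO without agonist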
An asterisk follows results filed as active; & = joins results of further samples.

SMILES	M4 antag	M1 ag parental	M4 ag	M5 PAM	CHO-K1 Ca antag	CHRM5 agonist	M4 PAM	M1 PAM parental	CHRM5 antagonist
O=C(N1CCOCC1)N1CCN(c2ccccn2)CC1	5	0.4	1	4	-9	3	13	16	0
Nc1cccc(C(=O)N/N=C/c2ccsc2)c1	0	0.3	1	0	2	1	-9	-13	2
COc1cc(C(=O)N(Cc2ccccc2)c2cccc(C)c2)ccc1OC(F)F	0	-0.1	1	5	-7	-6	-6	17	-2
CCNC(=O)C1CCCN(Cc2cc(C(F)(F)F)ccc2Cl)CC1 (stereo unspecified)	-7	0.6	0	-5	3	0	4	-1	4
CC1=NN(c2ccccc2)C(=O)C1(C)C	-5	0.2	1	1	-10	2	6	23	-1
CSc1cccc(NC(=O)C2CCN(S(=O)(=O)c3cnc[nH]3)CC2)c1	-4	0.3	0	-4	-6	-3	2	9	5
Cc1cccc(-c2sc(Nc3ccccc3)n[n+]2-c2ccc(F)cc2)c1	4	0.2	1	5	-11	-7	7	-1	6
Cc1nc2ccccc2c(=O)n1Cc1ccc([N+](=O)[O-])cc1	8	1.1	2	3	-8	1	2	-3	2
COc1ccc(Cc2nc3ccc(C(=O)NCCc4ccncc4)cc3o2)cc1OC	-15	3.3	4	-1	-12	-4	-3	17	4
O=C(COc1ccc(C(=O)NCCN2CCOCC2)cc1)Nc1cccc(C(F)(F)F)c1	-18	0.7	4	0	3	-5	15	6	0
COc1cccc2c(N/N=C/c3ccco3)cc(C)nc12	-3	0.3	0	-2	-16	-2	-2	23	11
COc1ccc(/C=N/NC(=O)c2sccc2C)c2ccccc12	-8	2.0	7	-3	-5	0	-1	9	8
CC(C#N)Sc1nc2ccccc2c(=O)n1-c1ccccc1 (stereo unspecified)	1	1.1	0	-2	-5	-3	-7	16	-3
COc1ccccc1-c1nnc(SCC(=O)Nc2ccc(Cl)cc2Cl)o1	-2	0.8	0	3	-3	-1	3	5	-7
Nc1ccc(C#Cc2ccc3sc4ccccc4c(=O)c3c2)cc1	0	0.5	1	-7	-7	0	-2	6	13
O=C(/C=C/c1ccc(Cl)cc1)N(Cc1cccs1)C1CCS(=O)(=O)C1 (stereo unspecified)	-7	2.1	3	11	-1	-1	0	15	-14
C=CC#CC1(O)CC(C)[N+](C)(C)CC1C (stereo unspecified)	3	-0.3	3	7	9	-9	-8	0	6
c1ccc(-c2cncnc2)cc1	8	0.1	2	20*	6	7	4	-9	-9
O=C1NC(CCc2ccccc2)C(=O)N1CCOc1cccc(Br)c1 (stereo unspecified)	-18	5.8	6	6	-27	-10	0	26	0
C/C(=N\NC(=O)c1nnn(-c2nonc2N)c1-c1ccc2c(c1)OCO2)c1ccc(C)cc1	-4	1.2	5	0	-8	3	7	-5	2

Limited to M1 PAM parental and M4 antag (6 entries from above):
compound	M1 PAM parental	M4 antag
COc1ccc(/C=N/NC(=O)c2sccc2C)c2ccccc12	9	-8
CC(C#N)Sc1nc2ccccc2c(=O)n1-c1ccccc1 (stereo unspecified)	16	1
COc1ccccc1-c1nnc(SCC(=O)Nc2ccc(Cl)cc2Cl)o1	5	-2
Nc1ccc(C#Cc2ccc3sc4ccccc4c(=O)c3c2)cc1	6	0
O=C(/C=C/c1ccc(Cl)cc1)N(Cc1cccs1)C1CCS(=O)(=O)C1 (stereo unspecified)	15	-7
C=CC#CC1(O)CC(C)[N+](C)(C)CC1C (stereo unspecified)	0	3

Continuation.
SMILES	M4 antag	M1 ag parental	M4 ag	M5 PAM	CHO-K1 Ca antag	CHRM5 agonist	M4 PAM	M1 PAM parental	CHRM5 antagonist
CCC(c1nnnn1-c1ccc2c(c1)OCCO2)N1CCN(c2cc(C)ccc2C)CC1 (stereo unspecified)	-26	0.0	-2	-7	-38	-3	4	19	-4
O=C(NC1CCCC1)c1ccc2c(c1)N(Cc1ccccc1)CCS2	-14	1.6	3	18*	-8	-1	2	6	-15
CC1=CC(C)(C)[N+](C)(C)c2ccccc21	1	0.6	1	-4	-15	-18	-8	10	8
CCOC(=O)CSc1nc2c(sc(=S)n2-c2ccccc2)c(=O)n1-c1ccc(OC)cc1OC	1	-1.1	-1	-2	10	-4	-5	-3	9
Cn1c(SCC(=O)N2CCCc3ccccc32)nnc1-c1ccccc1	1	2.3	1	2	-9	-2	0	5	6
O=C(c1ccc(-n2cncn2)c([N+](=O)[O-])c1)N1CCN(S(=O)(=O)c2cccc(F)c2)CC1	-15	1.2	3	-8	-4	1	11	-3	-2
CCCC1C(c2ccc(OC)cc2)C(C#N)(C#N)C2(C#N)CC1(N)NC2=O (stereo unspecified)	-3	0.2	1	-6	-16	3	0	17	-1
CC(C)c1ccc(NC(=S)N2CCCC2)cc1	-4	0.1	0	-1	-9	-4	10	-1	-2
COc1ccccc1/C=N/NC(=S)NCc1ccco1	5	0.3	-1	1	-4	-1	-3	4	0
CCn1ncc(Cl)c1C(=O)NC(C)c1ccccc1 (stereo unspecified)	-3	0.7	0	6	-18	0	6	26	-5
O=C1CN(C(=O)COC(=O)c2ccccc2O)c2ccccc2N1	-4	1.3	1	2	-17	2	1	17	-3
COCCn1c(=O)[nH]c(=O)c2cc(C(=O)c3cc(Cl)ccc3O)cnc21	-9	5.0	9	-8	4	0	-1	-6	16
COc1cccc(/C=N/NC(=O)c2cc(C34CC5CC(CC(C5)C3)C4)[nH]n2)c1	-5	0.9	1	-1	-7	-5	1	19	-7
CCCN(c1ccc(C(C)C)cc1)S(=O)(=O)c1c(C)noc1C	10	-0.4	-2	-16	10	-13	-15	-3	5
Cc1ccc(S(=O)(=O)NNC(=O)c2ccccc2-n2cccc2)cc1	-6	2.8	3	-3	-3	-2	-2	13	13
CCOC(=O)CC1C(=O)NCCN1S(=O)(=O)c1ccc(NC(C)=O)cc1 (stereo unspecified)	-9	0.1	1	-1	9	-4	3	-21	7
COc1ccc(-c2nc3cc(C)c(Br)c(C)n3c2Cc2ccc(C)cc2)cc1OC	-17	0.8	0	-5	6	1	0	-2	-4
COc1ccc(NC(=O)C(CCSC)NC(N)=O)cc1NS(=O)(=O)c1ccc(F)cc1 (stereo unspecified)	-4	0.4	1	-11	-16	-6	3	-12	1
COCCn1c(SCC(=O)Nc2ccc3c(c2)OCCO3)nnc1-c1c[nH]c2ccccc12	15	0.3	1	-8	-9	-1	-13	3	-2
COc1ccc(/C=N/NC(=O)c2ccn[nH]2)cc1CN1CCOCC1	-21	-0.5	1	0	-3	-1	15	5	4
COC(=O)CCCC1=CC2=CC(=O)C(C)(OC(=O)c3cccs3)C(=O)C2=CN1Cc1ccc2c(c1)OCO2 (stereo unspecified)	10	0.1	1	2	-3	3	-1	-1	2
CCOC(=O)N1CCC(NC(=O)CCC(=O)N2CCOc3ccccc32)CC1	6	0.4	0	-1	-2	-2	3	5	0
COc1cccc(CC(NC(C)=O)C(=O)NC2CCN(S(=O)(=O)c3ccc(NC(C)=O)cc3)CC2)c1OC (stereo unspecified)	11	-0.3	0	0	-2	-3	1	-19	5
Cc1ccc(C(=O)NNC(=O)C2CCCN(c3ncccn3)C2)cc1 (stereo unspecified)	-2	0.4	1	-2	-13	2	-3	-5	-2
C=C1CCN([C@@H](CC(C)C)C(=O)NCc2ccccc2)S(=O)(=O)c2ccccc21	-3	-1.1	6	-2	2	-4	6	1	4
CC(C)c1ccc(C2/C(=C(/O)c3ccccc3)C(=O)C(=O)N2CCCN2CCOCC2)cc1 (stereo unspecified)	-1	0.3	1	3	2	9	-1	4	-4
Cc1ccc(S(=O)(=O)Nc2nonc2C)cc1	6	0.8	0	5	-6	-3	0	18	-2
CCc1cccc(CC)c1NC(=O)Cn1c(-c2ccc(F)cc2)noc1=O	-2	2.8	1	7	-13	1	-1	19	5
CCCCn1c(N)c(N(CC)C(=O)c2cc(S(=O)(=O)N3CCN(CC)CC3)ccc2Cl)c(=O)[nH]c1=O	13	0.5	0	-6	-8	-4	-4	-9	20
O=C(NCCCNC(=O)c1ccc(Cl)cc1Cl)c1ccco1	7	0.7	0	-7	-5	-3	-9	-7	14
CCC(C)(C)NC(=O)C(C)OC(=O)c1nsc(Cl)c1Cl (stereo unspecified)	2	0.6	0	3	-24	1	2	25	-2
CC(C)(C)C(=O)c1cn(CC(=O)O)c2ccccc12	-1	-0.7	0	-1	-4	0	8	14	-12
COc1cccc2c(=O)c3ccoc3n(C)c12	-4	-0.3	0	0	-3	1	2	22	-4
N#CC1=C(S)N(c2ccccc2)C(c2ccc(-c3cccc(Cl)c3)o2)NC1=O (stereo unspecified)	0	0.8	2	-2	-16	-3	3	6	10
CN(C(=O)CSc1ncnc2sc3c(c12)CCCC3)C1CCS(=O)(=O)C1 (stereo unspecified)	-4	1.8	2	3	-14	2	9	8	4
COc1ccc(NC(=O)N[C@@H](CCSC)C(=O)O)cc1OC	-2	0.1	1	11	-10	2	-5	6	-4
Cc1cc(C)cc(OCC(=O)Nc2ccc(N3CCN(C(=O)c4ccco4)CC3)cc2)c1	32*	13	27	-24	-2	6	-18	-8	18
COc1cc2cc(C#N)c(SCC(=O)Nc3cc(C)on3)nc2cc1OC	-20	0.0	1	6	4	-4	10	-16	-1
CC(=O)Nc1ncc(Cc2cccc(Cl)c2)s1	6	-0.2	1	-8	13	-3	-4	-15	6
Cc1ccc(NC(=S)N2CCCCC2)cc1C	-2	2.8	9	-15	4	0	-10	1	18
COc1ccc(-c2cn(-c3ccccc3)c3[n+]2CCS3)cc1	22&8	0.3&0.3	0&1	-1&-2	0&-6	-8&-8	-31&-13	10&9	-3&3
Cc1ccc(NC(=O)CN2C(=O)NC3(CCCC3)C2=O)cc1S(=O)(=O)N1CCCCC1	-9	0.9	1	10	-12	0	5	9	-5
C=CCOC(=O)C(C#N)c1nc2ccccc2nc1N1CCC(C(=O)OCC)CC1 (stereo unspecified)	4	0.5	2	6	0	-1	6	-1	-4
COc1ccc(NC(=O)c2cn(C)c(=O)c3cc(OC)c(OC)cc23)c(OC)c1	2	11	2	-3	-2	-1	-1	8	11
O=C(OCCN1CCN(C2=NS(=O)(=O)c3ccccc32)CC1)c1ccccc1F	-1	1.3	2	-2	-2	-4	-2	7	15
COCCSc1nnc(-c2cnccn2)o1	10	-0.2	1	1	16	-1	-6	-3	-3
O=C(CCCCC(=O)NN=Cc1ccc(Cl)cc1)NN=Cc1ccc(Cl)cc1	1	1.0	0	-4	-12	1	4	8	7
O=C(COc1ccc(-n2cnnn2)cc1)Nc1ccc(Br)cc1F	-4	1.2	2	-2	-2	1	-2	-1	-1
COC(=O)c1nnn(-c2nonc2N)c1CSc1nc2ccccc2s1	0	2.0	5	-8	-9	0	-3	8	5
CC(=O)c1ccc(S(=O)(=O)N2CCc3ccccc3C2)cc1	6	1.7	2	3	-9	0	-6	13	-1
c1ccc(CSc2nc3ncccn3n2)cc1	1	0.0	1	-2	-23	0	5	21	1
O=C(COC(=O)CCc1nc2ccccc2s1)NC(=O)NCc1ccco1	-10	-0.5	3	15	5	2	5	-3	1

2 entries from above, with bars between the fields.
smiles | M4 antag | M1 ag parental | M4 ag | M5 PAM | CHO-K1 Ca antag | CHRM5 agonist | M4 PAM | M1 PAM parental | CHRM5 antagonist
CC(=O)c1ccc(S(=O)(=O)N2CCc3ccccc3C2)cc1 | 6 | 1.7 | 2 | 3 | -9 | 0 | -6 | 13 | -1
c1ccc(CSc2nc3ncccn3n2)cc1 | 1 | 0.0 | 1 | -2 | -23 | 0 | 5 | 21 | 1
